NOD1 NF-kB reporter = NOD1 signaling inhibitors, primary screen, cell-based, luminescence, uHTS (AID 1578) | NOD1-driven NF-kB luciferase reporter cells, luminescence; higher % means a stronger effect | one-dose inhibition, % at 4 µM; EC50 in µM for titrated hits | hit rate 1% among 290,000; in the data active = inhibition mostly above about 36%, no sharp cut-off; inactive = mostly below about 34%;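 note: HEK-293T reporter cells stimulated with the NOD1 agonist gamma-tri-DAP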
P. falciparum M17LAP = P. falciparum M17LAP inhibitors, primary screen, biochemical, fluorogenic H-Leu-NHMec substrate, 1536-well (AID 1619); inhibition, % at 30 µM, or IC50 in µM where a hit was titrated; recombinant M17LAP, H-Leu-NHMec fluorogenic kinetic assay; higher % means a stronger effect; hit rate 0.38% among 220,000;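 active = compound inhibiting the enzyme by more than half at any dose during confirmatory dose-response retesting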;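 note: plate controls were full reaction with DMSO carrier for no effect and no enzyme background for full effect; strong numbers were not always called active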
HEK293 NOD2/NF-kB = NOD2 signaling inhibitors, cell-based, luminescence, uHTS, HEK293 (AID 1566); inhibition, % at 4 µM; hits with a dose series show EC50 in µM; HEK293 NOD2/NF-kB luciferase reporter, luminescence; higher % means a stronger effect; hit rate 0.63% among 290,000; note: many of its hits are not listed in these tables
GPR55 activation = GPR55 agonists via beta-arrestin recruitment, primary screen, imaging, U2OS cells, beta-arrestin-GFP redistribution (AID 1961); hit rate 0.048% among 290,000; U2OS GPR55 beta-arrestin-GFP redistribution imaging; higher % means a stronger effect; activation, % at 10 µM; hits with a dose series show EC50 in µM;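 active = activation above 40% with more than 50 cells counted in the well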;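 note: U2OS osteosarcoma cells stably expressing GPR55 and beta-arrestin-GFP; plate controls were DMSO negative control for no effect and LPI positive control for full effect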
AID2073 = inhibitors of Mint1-CaV2.2 protein interaction, biochemical, HTRF (AID 2073). inhibition, % at 20 µM, or IC50 in µM where a hit was titrated. HTRF protein-protein interaction, Mint1-CaV2.2; higher % means a stronger effect. hit rate 0.19% among 290,000; in the data active = inhibition mostly above about 51%, no sharp cut-off; note: some results filed as inactive read as strong as hits
M1AAP inhibition = P. falciparum M1AAP inhibitors, biochemical, fluorogenic H-Leu-NHMec substrate, 1536-well (AID 1445); one-dose inhibition, % at 30 µM; IC50 in µM for titrated hits; hit rate 0.42% among 220,000; recombinant M1AAP, H-Leu-NHMec fluorogenic kinetic assay; higher % means a stronger effect;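 active = primary inhibition above the hit cutoff, then over 50% inhibition at one or more dose response concentrations, cut at about 23% in these data, passing the limit was not always enough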;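 note: plate controls were DMSO full reaction for no effect and no enzyme background for full effect; strong numbers were not always called active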
KOR beta-arrestin-1 = KOR agonists, beta-arrestin recruitment, primary screen, cell-based, luminescence, uHTS (AID 1777) | KOR beta-arrestin recruitment, luminescence; higher % means a stronger effect | one-dose activation, % at 10 µM; EC50 in µM for titrated hits | hit rate 0.02% among 280,000; in the data active = activation above about 50%, passing the limit was not always enough; note: a part of the inactive calls stands beside numbers as strong as those of hits
Dynein cargo inh = dynein cargo transport inhibition; hit rate 0.47% among 220,000; 3617.4 mouse cells, GR-EGFP nuclear translocation imaging; test concentration mostly 20 µM; stimulated with dexamethasone, 1 µM; active compounds read low; z-score, hits read low; AID 1381;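 active = plate z-score of nuclear minus cytoplasmic receptor signal below a set negative limit, without overly bright fluorescence or cell loss, cut at about -3.5 in these data, passing the limit was not always enough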;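 note: z-score of nuclear minus cytoplasmic ring GR-EGFP intensity difference per well; some compounds called inactive have numbers as strong as hits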
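Buffer or medium: tet-free, stripped-serum medium; reagent: dexamethasone at 1.0 µM final, 30 min; incubation: 48 h induction, 1 h compound, 30 min dex at 37 °C; measured by: formaldehyde fixation, Hoechst nuclear stain, 10x automated fluorescence imaging; read-out: nuclear-to-cytoplasmic GR-EGFP distribution per well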
KOR beta-arrestin-2 = kappa opioid receptor blockers – cell-based, luminescence, uHTS (AID 1778) | inhibition, % at 10 µM, or IC50 in µM where a hit was titrated | hit rate 0.091% among 290,000 | KOR beta-arrestin recruitment, luminescence, antagonist mode; higher % means a stronger effect; note: strong numbers were not always called active
Dynein cargo inh cytoplasmic EGFP = also measured in Dynein cargo inh; calls as there; z-score; measured here: cytoplasmic GR-EGFP intensity; active compounds read high
Dynein cargo inh nuclear GR-EGFP = second read-out of Dynein cargo inh, no call of its own (marks repeat the call); z-score; measured here: nuclear GR-EGFP intensity;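 lower value marks the stronger effect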
Dynein cargo inh cell count = further read-out of Dynein cargo inh, marked with its call; z-score; measured here: cell count per field
* hit, by the source's call; . = not tested or not shown; [ ] = another dose, or the depositor's remark. Cut-off read from the data, not from the text of the source, unless noted: active = inhibition above about 50%; inactive = the rest. Only part of the results is shown. The share of hits here may be higher or lower than overall.

SMILES	NOD1 NF-kB reporter	P. falciparum M17LAP	HEK293 NOD2/NF-kB	GPR55 activation	AID2073	M1AAP inhibition	KOR beta-arrestin-1	Dynein cargo inh	Dynein cargo inh cytoplasmic EGFP	Dynein cargo inh nuclear GR-EGFP	Dynein cargo inh cell count	KOR beta-arrestin-2
Cc1ccc(C(=O)Nc2sc(C)c(-c3ccccc3)c2C(N)=O)cc1[N+](=O)[O-]	.	-13.7%	.	0.0%	-17.8%	2.4%	-5.1%	-0.2	-0.2	0.123	-0.215	-5.9%
O=C(C1CCN(S(=O)(=O)c2cccc3cccnc23)CC1)N1CCCCC1	26.6%	.	10.8%	-0.1%	7.7%	.	2.9%	.	.	.	.	2.5%
Clc1cccc(CN2COc3c(cc(Cl)c4cccnc34)C2)c1	65.8%	12.5%	-9.8%	0.4%	-3.1%	-3.6%	2.1%	-0.852	-0.113	0.0806	0.657	32.7%
CCOC(=O)N1CCC(NC(=O)Cn2ncc3c2-c2cc(C)ccc2OC3)CC1	-3.9%	13.4%	5.2%	-0.1%	0.3%	-5.8%	-6.9%	-0.43	-0.15	-0.0337	0.494	11.4%
COc1ccc(Cc2nnc(NC(=O)c3cccs3)s2)cc1OC	-28.7%	-33.1%	10.1%	0.1%	8.4%	-1.9%	-1.7%	0.224	-0.242	0.182	0.931	1.1%
O=C(c1cc2cc3ccc(Cl)cc3nc2o1)N1CCCCCC1	-5.1%	.	-52.5%	0.3%	23.4%	.	1.6%	.	.	.	.	-14.9%
Cc1nn(-c2ccc3ccccc3c2)c(=O)c2ccccc12	-48.6%	10.6%	-67.4%	-0.1%	7.2%	0.6%	3.1%	-0.154	-0.332	-0.0875	0.476	4.7%
CC(C)CNC(=O)NC(=O)COc1ccc(C=O)cc1	-27.2%	-4.1%	9.3%	0.0%	-4.8%	-1.7%	-1.4%	0.296	-0.222	0.386	0.569	25.1%
CC(C)c1onc(C(=O)N2CCN(Cc3ccccc3)CC2)c1[N+](=O)[O-]	58.5%	3.8%	26.7%	-0.2%	2.4%	2.6%	0.6%	1.39	-0.037	1.73	-1.37	-33.0%
CCC(=O)N1CCc2cc(S(=O)(=O)NCCC(=O)N3CCN(c4ccccc4)CC3)ccc21	-26.5%	.	-8.7%	-0.1%	11.2%	.	-0.7%	.	.	.	.	6.8%
CCn1c(SC/C=C/c2ccccc2)nnc1-c1cccs1	-12.4%	-1.0%	12.7%	-0.1%	-4.7%	-1.6%	-3.9%	-0.845	-0.262	-0.365	-0.412	23.3%
Cc1ccc(NC(=O)CN(C)CC(=O)Nc2ccc(F)c(F)c2F)c(Cl)c1	-25.6%	0.6%	-8.9%	-0.3%	-6.4%	0.8%	-2.2%	-0.0192	-0.263	0.818	-1.25	-0.1%
CCOC(=O)CN1C(=O)SC(CC(=O)Nc2nccs2)C1=O (stereo not drawn)	0.6%	10.6%	8.9%	-0.1%	-5.0%	0.5%	-4.3%	0.753	-0.0652	0.746	0.000664	6.7%
Cc1ccc(NC(=O)c2ccc(NS(=O)(=O)c3cccc4cccnc34)cc2)cc1	-3.7%	.	-16.5%	0.0%	10.9%	.	-4.8%	.	.	.	.	-20.2%
COc1ccc(-c2cc(C(=O)Nc3ccc(S(N)(=O)=O)cc3)c3ccccc3n2)cc1OC	3.3%	.	7.6%	0.0%	29.3%	.	-3.7%	.	.	.	.	6.0%
CCN(CC)CCNC(C(=O)Nc1ccc([N+](=O)[O-])cc1Br)c1ccccc1 (stereo not drawn)	-3.9%	23.5%	6.9%	1.4%	0.9%	7.1%	0.9%	-0.731	-0.279	-0.518	0.664	.
CCSc1nnc(NC(=O)CSC2=NN3CCCC(=O)N=C3S2)s1	-32.9%	-0.3%	-1.3%	0.2%	2.7%	5.5%	-6.4%	0.124	-0.293	0.0675	0.302	4.4%
CCN(c1ccc(OC)cc1)S(=O)(=O)c1nnc(NC(=O)c2ccco2)s1	-10.4%	.	1.8%	0.2%	20.0%	.	2.5%	.	.	.	.	-14.2%
CCOc1ccc(NC(=O)CCS(=O)(=O)c2ccc(C)cc2)cc1	1.0%	.	0.8%	-0.2%	11.4%	.	-3.6%	.	.	.	.	23.6%
O=C(C1CCC(CNS(=O)(=O)c2ccc(F)cc2)CC1)N1CCOCC1 (stereo not drawn)	-33.1%	-4.8%	-0.3%	0.3%	2.8%	-1.3%	6.0%	-0.0727	-0.255	0.184	0.564	-17.3%
CC1CC(=O)N(c2ccc(Br)cc2)C(=O)C1	-1.2%	-2.6%	6.6%	-0.2%	12.3%	2.4%	6.0%	-0.351	-0.206	0.181	0.174	5.2%
COc1nnc(-c2ccc(N3CCOCC3)c(NC(=O)c3ccc(C)cc3)c2)c2ccccc12	26.1%	-6.7%	13.8%	1.7%	14.1%	-3.0%	-3.7%	-0.876	-0.221	-0.511	1.01	21.6%
COc1ccc(CCNC(=O)CSc2ccc(-c3ccco3)nn2)cc1	-14.0%	1.1%	-8.4%	-0.5%	36.0%	9.8%	1.8%	-2.09	-0.311	-0.569	1.96	-37.9%
C=CCN(CC=C)C(=S)Nc1ccccc1	18.8%	-4.5%	30.0%	-0.1%	4.6%	6.2%	3.2%	0.681	-0.214	0.988	-0.499	-18.3%
OCCC1CN(Cc2ccc3nsnc3c2)CCN1CCc1ccccc1 (stereo not drawn)	-17.3%	-3.5%	3.2%	0.3%	-2.7%	3.5%	-1.2%	-0.245	-0.304	-0.315	0.691	-6.0%
CC(CC(=O)O)Nc1ccccc1O (stereo not drawn)	-7.6%	3.1%	15.7%	-0.1%	-15.5%	10.1%	-12.9%	0.287	-0.218	0.442	-0.828	-11.5%[20 µM]
Cn1c(=O)c([N+](=O)[O-])c(-n2ccnc2)c2ccccc21	-39.0%	6.6%	-2.0%	2.7%	6.9%	1.6%	-2.2%	-2.08	0.225	-1.45	-0.455	-0.4%
Cc1cc(C(=O)O)c(=O)[nH]c1C	-33.7%	-3.0%	24.6%	0.0%	3.4%	15.1%	1.9%	-0.135	-0.0793	0.19	0.25	-9.9%
COc1cccc2cc(C(N)=O)oc12	-39.2%	-2.4%	4.5%	0.2%	-1.4%	5.6%	0.7%	-0.133	-0.24	-0.0228	0.369	-10.1%
CCSc1cnn(-c2ccccc2)c(=O)c1SCC	-16.3%	9.0%	14.3%	-0.2%	9.5%	6.8%	-9.0%	-0.427	0.015	0.0786	0.292	5.3%
Cc1cc(-c2nnc(CCC(=O)NC(Cc3ccccc3)c3ccccc3)o2)no1 (stereo not drawn)	-11.9%	-2.9%	15.0%	-0.2%	-12.9%	12.3%	-2.6%	0.303	-0.0179	0.31	0.0251	9.4%
CC(C)c1ccc(NC(=O)Nc2cc3sccc3n2C)cc1	-4.0%	-13.3%	10.4%	-0.3%	6.2%	4.2%	-3.6%	0.348	-0.12	0.206	0.571	-7.6%
Cn1c2c(c(=O)n(C)c1=O)C(NS(=O)(=O)c1ccc(Cl)cc1)(C(F)(F)F)C(=O)N2 (stereo not drawn)	-17.6%	-4.5%	1.2%	0.4%	-0.8%	-1.6%	2.6%	-0.0974	-0.227	0.102	0.0256	1.4%
O=Cc1ccc(OC(=O)CCCCC(=O)Oc2ccc(C=O)cc2)cc1	4.4%	.	0.8%	-0.3%	0.7%	.	8.2%	.	.	.	.	15.9%
COc1ccc(C(=O)OCC(N)=O)cc1[N+](=O)[O-]	-17.6%	-0.9%	4.6%	-0.3%	-0.7%	2.8%	-3.3%	-0.594	-0.214	-0.118	-0.127	31.0%
NC(=O)CC(NC(=O)c1cccc(Br)c1)c1ccc(N2CCN(c3ccccn3)CC2)c([N+](=O)[O-])c1 (stereo not drawn)	8.1%	.	-0.1%	1.5%	0.5%	.	-2.4%	.	.	.	.	5.1%[20 µM]
CC(C)CNC(=S)NNC(=O)c1ccc(OC(F)F)cc1	-25.0%	0.5%	9.9%	0.0%	-47.3%	19.2%	-2.6%	0.614	-0.216	0.582	-0.0985	2.8%
CC(=O)N1CCc2cc(S(=O)(=O)CCC(=O)NCc3ccc(F)cc3)ccc21	-19.0%	.	21.6%	0.3%	-10.8%	.	-3.2%	.	.	.	.	40.7%
COCCCNC(=O)C1CCC(CNS(=O)(=O)c2ccc(C)cc2)CC1 (stereo not drawn)	-38.5%	2.3%	10.6%	0.0%	1.1%	3.0%	0.0%	-1.16	-0.339	-0.232	0.466	14.5%
C[C@H]1CC[C@H]2C(=O)N3[C@H](c4ccccc4Br)[C@@H](C)CC[C@H]3C(=O)N2[C@@H]1c1ccccc1Br	-24.2%	-13.3%	1.1%	0.2%	-0.4%	9.3%	3.7%	-0.528	-0.3	0.119	0.714	-3.6%

Entries of single compounds, quoted from the list. Screens in order: NOD1 NF-kB reporter	P. falciparum M17LAP	HEK293 NOD2/NF-kB	GPR55 activation	AID2073	M1AAP inhibition	KOR beta-arrestin-1	Dynein cargo inh	Dynein cargo inh cytoplasmic EGFP	Dynein cargo inh nuclear GR-EGFP	Dynein cargo inh cell count	KOR beta-arrestin-2
`CCN(CC)CCNC(C(=O)Nc1ccc([N+](=O)[O-])cc1Br)c1ccccc1` (stereo not drawn) is listed as -3.9%	23.5%	6.9%	1.4%	0.9%	7.1%	0.9%	-0.731	-0.279	-0.518	0.664	.
`CCOc1ccc(NC(=O)CCS(=O)(=O)c2ccc(C)cc2)cc1` is listed as 1.0%	.	0.8%	-0.2%	11.4%	.	-3.6%	.	.	.	.	23.6%

(next part)
SMILES	NOD1 NF-kB reporter	P. falciparum M17LAP	HEK293 NOD2/NF-kB	GPR55 activation	AID2073	M1AAP inhibition	KOR beta-arrestin-1	Dynein cargo inh	Dynein cargo inh cytoplasmic EGFP	Dynein cargo inh nuclear GR-EGFP	Dynein cargo inh cell count	KOR beta-arrestin-2
O=C(CCC1CCCN(C(=O)c2cncs2)C1)NCc1ccc(F)c(F)c1 (stereo not drawn)	17.2%	-0.2%	-2.0%	-0.1%	-15.5%	-4.3%	.	0.401	-0.149	0.0794	-0.944	-26.7%[20 µM]
Cn1c(CCCOc2ccc(Cl)cc2Cl)nnc1SCC(=O)Nc1cccc(F)c1	-27.3%	9.3%	-27.8%	-0.1%	3.6%	3.1%	-1.6%	0.203	-0.2	0.146	0.0563	-17.9%
O=C(NC1CCCC1)C(c1ccncc1)N(C(=O)c1csnn1)c1ccc(F)c(Cl)c1 (stereo not drawn)	-8.5%	.	8.3%	0.2%	-3.8%	.	-0.1%	.	.	.	.	9.3%
Cn1c(=O)[nH]c(=O)c2c1nc(OC(=O)c1ccccc1)n2CC(O)COc1ccc(F)cc1 (stereo not drawn)	15.3%	36.2%	7.7%	-0.2%	3.5%	3.7%	-1.7%	-0.225	-0.179	0.301	-0.601	-0.4%
